# Assay outcomes as filed in PubChem.
# PAFAH2 FP inh – PAFAH2 (human) inhibition | Q99487 | recombinant PAFAH2, FP-rhodamine activity probe, fluorescence polarization | inhibition, % at 3.39 µM | 340,000 compounds, 0.99% hits;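 active = inhibition above the mean over all tested compounds plus 3 SD, cut at about 30% in these data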;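 note: inhibitors block probe labeling of enzyme so polarization drops; 0% = enzyme with DMSO and 100% = wells lacking PAFAH2 protein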
# pPAFAH FP inh – inhibitors of human plasma PAF acetylhydrolase (pPAFAH); inhibition, % at 3.39 µM; 330,000 compounds, 1.5% hits; Q13093; recombinant pPAFAH, FP-rhodamine probe fluorescence polarization;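 active = inhibition above the mean inhibition across the screen plus 3 SD, cut at about 25% in these data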;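 note: inhibitors block binding of the rhodamine activity-based probe so polarization drops; 0% = enzyme with DMSO and 100% = wells lacking pPAFAH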
# Target sequence (Q13093 whole entry, looked up): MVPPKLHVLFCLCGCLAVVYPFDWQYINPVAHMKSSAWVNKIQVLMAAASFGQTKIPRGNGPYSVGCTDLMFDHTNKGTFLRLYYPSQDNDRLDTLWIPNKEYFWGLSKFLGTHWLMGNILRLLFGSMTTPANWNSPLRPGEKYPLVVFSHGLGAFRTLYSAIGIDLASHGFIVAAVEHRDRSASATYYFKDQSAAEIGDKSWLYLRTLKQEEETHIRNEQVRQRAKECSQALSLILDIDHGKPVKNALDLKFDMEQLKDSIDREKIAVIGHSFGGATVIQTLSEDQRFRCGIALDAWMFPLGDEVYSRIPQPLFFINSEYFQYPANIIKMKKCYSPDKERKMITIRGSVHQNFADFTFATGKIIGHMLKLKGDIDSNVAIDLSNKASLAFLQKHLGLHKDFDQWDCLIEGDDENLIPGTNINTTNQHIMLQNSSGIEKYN
# PME-1 primary – PME-1 (human) inhibition; Q9Y570; recombinant PME-1, FP-Rh probe fluorescence polarization; inhibition, % at 5.9 µM; 320,000 compounds, 0.53% hits; AID 2130;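 active = inhibition above the campaign mean of all compounds plus 3 SD, cut at about 26% in these data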;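 note: competitive labeling of PME-1 active site by serine hydrolase directed probe; 0% = PME-1 with DMSO and 100% = wells lacking PME-1 enzyme; inhibitors block probe labeling so polarization falls and inhibition rises; many of its hits are not listed in these tables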
# PAFAH1B2 FP inh – inhibitors of human PAFAH1B2 | recombinant PAFAH1B2, FP-rhodamine activity probe, fluorescence polarization | 340,000 compounds, 1.2% hits | P68402 | inhibition, % at 3.39 µM;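 active = inhibition above the mean of all tested compounds plus 3 SD, cut at about 24% in these data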;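 note: 0% = enzyme with DMSO and 100% = wells lacking PAFAH1B2; many of its hits are not listed in these tables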
# Fam108B counter – counter-screen for RBBP9 inhibitors: inhibitors of mouse Fam108B. inhibition, % at 9.51 µM. recombinant Fam108B, FP-Rh probe fluorescence polarization. 300,000 compounds, 0.33% hits;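 active = inhibition above the screen mean inhibition plus 3 SD, computed separately per campaign, cut at about 18% in these data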;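 note: inhibitors lower polarization as less probe binds the enzyme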
# PAFAH1B3 inh – inhibitors of human PAFAH1B3 | Q15102 | recombinant PAFAH1B3, FP-rhodamine probe, fluorescence polarization | inhibition, % at 3.39 µM | 340,000 compounds, 0.28% hits | AID 492972;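 active = inhibition above the screen-wide average of all tested compounds plus 3 SD, cut at about 25% in these data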;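 note: 0% = enzyme with DMSO only and 100% = wells lacking PAFAH1B3 protein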
# Target sequence (Q15102 whole entry, looked up): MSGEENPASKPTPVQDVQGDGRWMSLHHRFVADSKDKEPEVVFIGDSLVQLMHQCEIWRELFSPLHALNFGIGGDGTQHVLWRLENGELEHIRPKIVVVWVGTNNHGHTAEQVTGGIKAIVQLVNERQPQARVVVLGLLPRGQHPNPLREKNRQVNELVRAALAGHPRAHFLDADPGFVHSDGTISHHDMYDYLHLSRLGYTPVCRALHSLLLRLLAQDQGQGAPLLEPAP
# LYPLA1 counter – counter-screen for PME1 inhibitors: inhibitors of human LYPLA1 | O75608 | inhibition, % at 5.9 µM | recombinant LYPLA1, FP-Rh probe fluorescence polarization | 320,000 compounds, 0.16% hits | AID 2174;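 active = inhibition above the mean of all tested compounds plus 3 SD, set per campaign, cut at about 14% in these data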;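 note: inhibitors block serine hydrolase probe labeling of LYPLA1 so polarization falls; 0% = enzyme with DMSO and 100% = wells lacking LYPLA1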
# PAD4 FP inh – blocks human protein arginine deiminase 4 | Q9UM07 | recombinant PAD4, RCA probe fluorescence polarization | inhibition, % at 6.36 µM | 330,000 compounds, 0.41% hits | AID 485272;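 active = percent inhibition above a cutoff equal to the mean of all tested compounds plus 3 SD, cut at about 15% in these data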;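 note: 0% = PAD4 with RCA probe and DMSO and 100% = probe without PAD4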
# GSTO1 counter – GSTO1 inhibition, counter-screen for RBBP9 inhibitors | P78417 | recombinant GSTO1, activity-based probe fluorescence polarization | inhibition, % at 5.96 µM | 300,000 compounds, 1.1% hits | AID 1974;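 active = inhibition above the campaign mean inhibition plus 3 SD, cut at about 35% in these data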;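 note: 0% = GSTO1-1 with DMSO and 100% = wells lacking GSTO1-1 enzyme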
# Target sequence (P78417 whole entry, looked up): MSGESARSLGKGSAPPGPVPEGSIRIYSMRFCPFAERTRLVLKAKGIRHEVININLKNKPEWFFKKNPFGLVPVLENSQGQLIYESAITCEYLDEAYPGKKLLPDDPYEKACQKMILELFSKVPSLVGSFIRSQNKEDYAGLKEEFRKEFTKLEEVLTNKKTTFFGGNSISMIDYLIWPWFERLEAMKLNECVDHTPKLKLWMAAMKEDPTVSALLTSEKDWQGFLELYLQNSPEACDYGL
# * marks the source's active call; other numbers are inactive results; / = no result given. The list is partial; count on the stated rates, not on these rows.
SMILES,PAFAH2 FP inh,pPAFAH FP inh,PME-1 primary,PAFAH1B2 FP inh,Fam108B counter,PAFAH1B3 inh,LYPLA1 counter,PAD4 FP inh,GSTO1 counter
O=C(OCCOCCN=C1NS(=O)(=O)c2ccccc21)c1ccccc1Br,-2,3,34*,4,-1,0,0,-5,-1
N#C/C(=C/c1ccc(-c2cc([N+](=O)[O-])ccc2Cl)o1)C(N)=O,12,10,-8,10,-1,11,1,1,11
COC(=O)C1=C(C)NC(=O)C1(NC(=O)c1cccnc1)C(F)(F)F (centres undefined),2,-3,-1,3,-4,5,-1,-4,-1
O=C(CC1SC(N2CCOCC2)=NC1=O)Nc1ccccc1F (centres undefined),6,1,/,4,/,-2,/,-5,/
CCOC(=O)CN1C(=O)S/C(=C/c2cc(C)n(-c3ccccn3)c2C)C1=O,1,2,5,-1,9,3,-1,1,-2
O=C(COc1nsnc1N1CCOCC1)Nc1cccc(Cl)c1,-10,5,0,1,2,-5,-1,-2,-5
CCOc1ccc(S(=O)(=O)N2c3ccccc3CC2C)cc1 (centres undefined),6,-1,14,13,1,7,-3,2,2
CN1CCN(c2ccc(NC(=O)N3CCc4ccccc43)cc2)CC1,1,5,-3,2,-1,5,0,-1,3
CC(=O)Nc1ccc(S(=O)(=O)NCC(=O)OCC(=O)NC(=O)C2CCCCC2)cc1,-3,-4,6,-1,0,2,-2,3,1
CCOc1ccc(NC(=O)CSc2nc3ccccc3nc2N2CCOCC2)cc1,1,8,5,0,-1,-2,-2,2,8
COc1ccc2oc(-c3ccc(NC(=O)c4ccc(N5CCOCC5)c([N+](=O)[O-])c4)cc3)nc2c1,-3,-2,1,-2,0,-4,-11,-2,5
CCN(Cc1ccncc1)C(=O)c1ccc(Br)o1,3,10,3,4,5,2,-2,-1,2
O=c1c2c3c(sc2n2cnnc2n1CCc1ccccc1)CCCC3,9,-3,1,2,0,5,-1,-5,-5
COc1cc(/C=N/OCC(=O)NC23CC4CC(CC(C4)C2)C3)ccc1OCc1ccccc1,-4,2,-6,2,-4,-2,-4,-2,-6
O=C(CSc1nnc(C2COc3ccccc3O2)o1)NC1CCCCC1 (centres undefined),-2,1,7,2,0,-3,3,4,9
CC1CCN(C(=O)c2ccc3c(c2)OCO3)CC1,0,-1,-1,-3,4,-1,4,3,6
Cc1cc(C)n(/N=C/c2cccc([N+](=O)[O-])c2)c(=O)c1,-5,2,0,1,0,3,-3,-1,5
CCOC(=O)NN1C(=O)c2ccccc2NC1c1ccc(OC)cc1 (centres undefined),8,0,2,-4,1,3,-2,-3,2
CCOC(=O)c1c(S(=O)(=O)NCC2CCN(Cc3cccc(F)c3)CC2)c(C)n(C)c1C,7,6,-6,-3,-4,1,2,2,2
COc1ccc2nc(NC(=O)CSc3nc4ccccc4o3)sc2c1,-13,-3,-10,-2,-3,12,-1,-7,1
Nc1ncnc2c1ncn2[C@@H]1O[C@H](CNCc2ccc(OCC(=O)Nc3ccccn3)cc2)[C@@H](O)[C@H]1O,-1,-1,/,6,/,3,/,-2,/
O=C(c1cnn2c(C(F)F)cc(-c3ccccc3)nc12)N1CCc2ccccc21,3,-2,-5,1,-2,3,-3,-2,-5
O=C(CSc1ccccc1Cl)NC1CCCc2ccccc21 (centres undefined),-1,20,4,-2,7,1,-1,1,17
Clc1ccc(OCCCN2CCc3ccccc3C2)c(Br)c1,5,6,0,0,1,3,0,-2,-4
CC1CCCN(C(=O)C(Cc2ccccc2)n2cccc2)C1 (centres undefined),7,-7,-7,2,-2,10,-6,-7,2
COc1ccc(C(=O)NNC(=O)Nc2ccc(C)cc2)cc1,-2,2,0,-1,1,-4,0,0,-3
COc1cc(OC)c(C(=O)OCC(=O)N2CC(=O)Nc3ccccc32)cc1OC,-3,0,-5,3,1,6,1,-2,-1
COc1ccc(NC(=O)c2ccc3c(=O)n(Cc4ccco4)c(=S)[nH]c3c2)c(OC)c1,3,19,16,5,12,0,-11,-7,2
CC(C)(C)[C@@H]1C=C(C(=O)N2CCN(Cc3ccccc3)CC2)O[C@H](OCCCCO)C1,2,0,4,1,5,5,0,-1,0
Cc1cccc(CC(=O)Nc2ccc(C(=O)N3CCOCC3)cc2)c1,4,9,2,3,-2,9,-3,-3,0
Cc1cc(C(F)(F)F)nn1CC(=O)N1CCCC1,2,3,-8,-1,7,8,-1,1,-5
COc1ccc(C(=O)Nc2nc3ccc(S(C)(=O)=O)cc3s2)cc1OC,8,0,-3,3,1,8,-1,-2,-3
COc1ccccc1NC(=O)Nc1ccc2[nH]c(=O)[nH]c2c1,-7,-3,6,1,2,10,-3,1,3
COc1ccc(OC)c(N(CC(=O)Nc2ccc(NC(C)=O)cc2)S(C)(=O)=O)c1,-4,6,-1,-3,3,2,0,-3,-9
COc1ccc(C(=O)NCc2cn3c(C)csc3n2)cc1OC,4,2,-1,4,1,7,6,-2,8
CC1CC(=O)Nc2ccccc2N1S(=O)(=O)c1ccc(C(F)(F)F)cc1 (centres undefined),7,0,-3,5,-1,0,3,1,4
Cc1nc2sc(C(c3ccco3)N3CCN(c4ccccc4)CC3)c(O)n2n1 (centres undefined),-5,1,-4,-2,-3,0,-2,-2,1
COc1ccc2c(c1)CCCC21NC(=O)N(CC(N)=O)C1=O (centres undefined),3,-1,-1,1,4,8,-2,-1,16
Clc1ccc(-c2cn3ccccc3n2)cc1,-2,-4,0,-1,-2,5,-3,0,0
CCn1c(SCC(=O)Nc2ccccc2C(=O)OC)nnc1-c1ccoc1C,-5,5,0,-2,-1,8,-2,3,1
Cc1ccc(NC(=O)CS(=O)(=O)c2cn(C)c3ccccc23)c(C)c1,10,-1,-4,4,-1,8,0,-1,6
COc1ccc(NC(=O)c2ccc(C)o2)c([N+](=O)[O-])c1,-6,0,3,0,-1,3,0,-1,2
CC1CCCN(C(=O)COC(=O)Cc2ccc(Cl)cc2)C1 (centres undefined),3,6,-1,4,-1,-6,-3,-3,1
O=S(=O)(c1ccc(Cl)c(NC(=S)N/N=C/c2ccc(O)cc2)c1)N1CCOCC1,-3,7,12,3,9,0,-5,-1,-4
Cc1cccc(OCC(=O)Nc2nnc(S(=O)(=O)N3CCCCC3)s2)c1,1,-1,-3,5,-8,4,1,-3,-19
CC(=O)c1ccc(NC(=O)CN2CCN(c3ccccc3)CC2)cc1,7,-6,2,2,-3,5,1,-3,-1
CC(C)(C)n1nc2c(c1NC(=O)c1ccc(S(=O)(=O)N3CCCC3)cc1)CS(=O)C2 (centres undefined),-4,-3,-1,-3,3,2,1,2,-4
COc1ccccc1CCNC(=O)C(=O)Nc1cc2c3c(c1)CC(=O)N3CCC2,1,10,6,2,-1,-4,1,-1,-8
O=C(Nc1ccccc1)Nc1scc2c1c(=O)oc1ccccc12,/,3,-2,/,-4,/,-4,-5,-3
COc1cc(NC(=O)c2ccccc2C)c(OC)cc1NC(=O)CN1CCOCC1,3,-2,-2,-1,-1,3,0,-3,-9
COc1ccc(-n2nnc3c(SCC(=O)NCC4CCCO4)ncnc32)cc1 (centres undefined),6,6,0,-2,-10,-5,-2,10,-6
CC1(C)CC(=O)C(C=Nc2cccnc2)=C(O)C1,6,1,-9,6,7,-2,-1,-2,6
O=Cc1cn(-c2ccccc2)nc1-c1cc2cc(O)ccc2oc1=O,-1,0,3,-2,0,8,4,-7,-5
CC(NC(=O)Cn1cccc1)c1ccccc1 (centres undefined),0,0,-2,4,-5,8,-2,-5,4
O=C(COC(=O)COc1ccc(Cl)cc1)Nc1ccc(F)c([N+](=O)[O-])c1,2,16,-2,14,0,7,0,-4,9
NC(=O)C(c1ccccn1)c1ncc(C(F)(F)F)cc1Cl (centres undefined),1,3,3,8,-1,-2,1,-1,4
O=C(COc1ccccc1-c1ccccc1)c1ccccc1,-4,1,0,5,1,5,-5,1,8
COc1ccc(NC(=S)NC(=O)/C=C/c2ccco2)c(OC)c1,4,18,13,-1,-6,-4,2,2,6
CC(=O)N1c2ccc(N=Cc3cc(Br)cc(Br)c3O)cc2CC1C (centres undefined),/,3,2,/,1,/,3,-3,1
CCOC(=O)N1CCN(Cc2nnc(-c3ccccc3Cl)o2)CC1,5,4,3,-1,-1,10,-3,-3,0
# The results go on.
SMILES,PAFAH2 FP inh,pPAFAH FP inh,PME-1 primary,PAFAH1B2 FP inh,Fam108B counter,PAFAH1B3 inh,LYPLA1 counter,PAD4 FP inh,GSTO1 counter
COc1ccc(OCC(=O)Nc2sc3c(c2C(=O)NCC2CCCO2)CCC3)cc1 (centres undefined),0,7,-93,-3,-4,1,-2,-9,-1
O=C(CN1C(=O)NC2(CCc3ccccc32)C1=O)Nc1cc(C(F)(F)F)ccc1N1CCOCC1 (centres undefined),/,3,3,/,2,/,-1,0,3
N#CC1=C2SCN(Cc3ccccc3)CN2C(=O)CC1c1cccs1 (centres undefined),6,11,6,5,-1,8,-4,-9,9
CC(C)CC(NS(=O)(=O)c1cccc(C(=O)O)c1)C(=O)O (centres undefined),-11,-2,-3,2,-5,0,4,3,51*
C=CCn1c(SCC(=O)c2ccc(O)c(O)c2)nnc1-c1cccc(OC)c1,24,28*,12,6,/,12,-2,4,/
CCOC(=O)c1csc(COc2ccccc2Cl)n1,6,4,3,9,1,1,-1,2,6
Cn1c(C(=O)N(Cc2ccccc2)Cc2cccs2)cc2sccc21,2,11,3,-4,-2,-10,-2,-3,-4
O=C1COc2ccc(S(=O)(=O)N3CCN(c4ccccc4)CC3)cc2N1,7,2,5,8,2,11,0,-2,1
Cc1ccc(CNC(=O)CN(c2ccc(C)cc2)S(=O)(=O)c2c(C)n[nH]c2C)cc1,-7,4,9,3,1,6,-2,-1,4
NC(=O)c1ccc(Nc2ccc([N+](=O)[O-])cc2[N+](=O)[O-])cc1,2,-1,3,-2,2,8,5,1,3
COc1ccccc1NC(=O)CSc1nncn1-c1ccccc1,1,0,1,3,7,4,2,3,5
COc1ccc(-c2ccc3c(c2)S(=O)(=O)c2cccc(C(=O)NC[C@@H]4CCCO4)c2C3=O)cc1OC,1,9,-1,2,/,5,3,-10,/
CCOC(=O)c1c(-c2ccc(C)cc2)cn2ccccc12,6,5,5,1,7,7,5,-1,-1
O=C(O)c1ccc(NS(=O)(=O)c2cccc(C(=O)Nc3ccc([N+](=O)[O-])cc3)c2)cc1,1,10,-6,6,3,6,4,1,-8
Cc1ccc(-c2n[nH]c(Cc3ccccc3)n2)cc1,5,5,-5,-2,1,3,-2,-3,-5
Cc1ccccc1-c1cc(C(=O)NCc2cccs2)n(CC2CC(c3cccnc3)=NO2)n1 (centres undefined),4,3,7,1,/,-6,-4,0,/
CCn1cnc2c1c(=O)n(Cc1csc(-c3ccccc3)n1)c(=O)n2Cc1ccccc1,-6,3,3,-1,0,15,-5,1,-4
COc1ccc(S(=O)(=O)Nc2ccccn2)cc1OC,-4,2,-4,-3,5,12,1,1,2
O=S(=O)(c1ccccc1)c1cnc(-c2cccnc2)nc1-c1ccc(Cl)c(Cl)c1,1,1,-5,1,3,4,2,9,1

# PME-1 primary, hit marks shown above.
structure | PAFAH2 FP inh | pPAFAH FP inh | PME-1 primary | PAFAH1B2 FP inh | PAFAH1B3 inh | PAD4 FP inh
O=C(OCCOCCN=C1NS(=O)(=O)c2ccccc21)c1ccccc1Br | -2 | 3 | 34* | 4 | 0 | -5
